Screening results from PubChem.
UBC13 polyUb = blocks human UBC13 polyubiquitin chain formation | AID 485273 | TR-FRET | inhibition, % at 20 µM | P61088 | 330,000 compounds, 0.47% hits; in the data active = inhibition above about 45%, passing the limit was not always enough
CCR6 antagonist = blocks CCL20-driven beta-arrestin recruitment at human CCR6. inhibition, % at 20 µM. CHO-K1 CCR6 PathHunter beta-arrestin, luminescence, CCL20-stimulated. 340,000 compounds, 0.49% hits. P51684;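 active = compounds whose inhibition of the agonist-driven luminescence signal at 20 µM reaches about 50%, limit read from the data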;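 also: cells stimulated with CCL20 at 14 nM final; plate controls were DMSO with CCL20 for no effect and DMSO without agonist for full effect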
Target sequence (P51684 whole entry, looked up): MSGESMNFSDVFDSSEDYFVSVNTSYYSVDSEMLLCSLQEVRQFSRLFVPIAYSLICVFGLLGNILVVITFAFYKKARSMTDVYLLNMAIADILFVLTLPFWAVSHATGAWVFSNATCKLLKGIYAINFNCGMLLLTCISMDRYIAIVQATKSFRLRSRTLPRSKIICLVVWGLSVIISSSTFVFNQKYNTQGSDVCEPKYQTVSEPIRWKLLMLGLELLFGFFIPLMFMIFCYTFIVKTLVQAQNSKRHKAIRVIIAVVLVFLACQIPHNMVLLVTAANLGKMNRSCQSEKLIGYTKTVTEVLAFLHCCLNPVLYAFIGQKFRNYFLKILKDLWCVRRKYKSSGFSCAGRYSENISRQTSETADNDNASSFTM
APJ antag = APJ receptor antagonism | P35414 | inhibition, % at 20 µM | 330,000 compounds, 0.32% hits | AID 2521 | CHO-K1 APJ beta-arrestin complementation, luminescence;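 active = inhibition above about 40% at 20 µM, limit read from the data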;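 also: cells challenged with 10 nM apelin-13 agonist together with compound; plate controls were apelin-13 plus DMSO wells for no effect and DMSO wells lacking apelin-13 for full effect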
Target sequence (P35414 whole entry, looked up): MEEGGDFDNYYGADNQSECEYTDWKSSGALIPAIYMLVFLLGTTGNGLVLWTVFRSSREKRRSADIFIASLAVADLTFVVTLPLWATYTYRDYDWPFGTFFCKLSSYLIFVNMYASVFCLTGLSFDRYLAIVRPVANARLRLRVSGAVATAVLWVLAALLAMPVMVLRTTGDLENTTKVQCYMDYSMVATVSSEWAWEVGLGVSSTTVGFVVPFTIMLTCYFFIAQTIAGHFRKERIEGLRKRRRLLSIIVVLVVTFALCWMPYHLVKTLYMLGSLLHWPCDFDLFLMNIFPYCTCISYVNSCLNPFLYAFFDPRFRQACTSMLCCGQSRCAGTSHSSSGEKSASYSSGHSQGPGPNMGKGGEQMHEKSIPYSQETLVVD
Gli-Sufu antag = Gli-Sufu pathway antagonism; Sufu-KO-LIGHT fibroblasts, Gli luciferase reporter luminescence; inhibition, % at 5 µM; 340,000 compounds, 0.74% hits;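 active = inhibition above about 55%, limit read from the data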;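 also: 0% = DMSO-treated cells and 100% = wells with medium but no cells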
EBI2 antag = blocks human EBI2 receptor beta-arrestin signaling. EBI2 beta-arrestin recruitment, luminescence, 7a,25-OHC stimulated. inhibition, % at 5 µM. 360,000 compounds, 0.81% hits. AID 651636; in the data active = inhibition above about 38%;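 also: enzyme fragment complementation signal reports receptor beta-arrestin coupling in cells; 0% = agonist plus DMSO wells and 100% = wells without agonist; some results beyond the cut were filed as inactive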
Target sequence (P32249 whole entry, looked up, the tested form may be a part): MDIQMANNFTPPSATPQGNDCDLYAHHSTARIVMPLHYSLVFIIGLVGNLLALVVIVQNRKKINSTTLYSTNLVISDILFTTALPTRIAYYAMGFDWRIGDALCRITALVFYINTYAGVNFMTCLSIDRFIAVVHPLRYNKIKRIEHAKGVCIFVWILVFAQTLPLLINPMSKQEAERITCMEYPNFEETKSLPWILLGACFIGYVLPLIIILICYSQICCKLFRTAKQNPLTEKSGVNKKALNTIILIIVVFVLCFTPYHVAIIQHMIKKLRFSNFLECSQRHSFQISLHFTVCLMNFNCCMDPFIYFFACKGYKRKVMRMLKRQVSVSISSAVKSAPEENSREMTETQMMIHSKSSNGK
Jurkat NFkB inh = lowers PMA/ionomycin-induced NF-kB signal in Jurkat cells; PMA/ionomycin-induced NF-kB luciferase reporter, luminescence; inhibition, % at 4 µM; 330,000 compounds, 0.53% hits; AID 435003; in the data active = inhibition above about 50%
CXCR6 block = CXCR6 (human) receptor inhibition. O00574. CHO-K1 PathHunter CXCR6 beta-arrestin, luminescence. inhibition, % at 20 µM. 360,000 compounds, 0.36% hits; in the data active = inhibition above about 34%, passing the limit was not always enough;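 also: antagonist mode with CXCL16 agonist at 10 nM final; 0% = 10 nM CXCL16 with DMSO and 100% = unstimulated wells without agonist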
697 NFkB inh = inhibitors of the PMA/ionomycin-induced NF-kB reporter in 697 B cells. inhibition, % at 4 µM. 330,000 compounds, 0.33% hits. 697 B-cell NF-kB luciferase reporter, 16 h; in the data active = inhibition above about 35%
Starred values were filed as active, the others as inactive; / = no result given; & = joins results of further samples.

SMILES	UBC13 polyUb	CCR6 antagonist	APJ antag	Gli-Sufu antag	EBI2 antag	Jurkat NFkB inh	CXCR6 block	697 NFkB inh
CC1(C)CC(NC(=O)C(C)(C)Oc2ccc(Cl)cc2)CC(C)(C)N1	5	17	-5	13	-7	12	0	5
O=c1c2ccccc2nc2n1C(CSc1ccc(F)cc1)CS2 (stereo unspecified)	3	5	0	-20	5	5	-4	19
NC(=O)C[n+]1cccc(/C=N/O)c1	6	6	1	0	-3	-15	-6	5
Cc1oc(CC(C)C)c(CN2CCCC2)c1C(=O)O	-5	12	3	1	-10	-12	-8	-21
Cc1ncn(-c2ccccc2)c1-c1ccccc1	9	3	2	0	-3	-7	-7	-4
CC(C(=O)O)c1ccc(-c2ccccc2)c(F)c1 (stereo unspecified)	-5&-7	3&11	-2&-3	0&-5	-7&0	-8&2	2&0	-18&13
CC(C)c1ccc(C(=O)NNC(=O)C2CC=CCC2C(=O)O)cc1 (stereo unspecified)	2	-8	-1	-17	-18	-18	6	-5
CN1C(=O)C(C)(C)c2cc(S(=O)(=O)N3CCC(C(=O)NCc4ccc(F)cc4)CC3)ccc21	2	-5	-45	2	-5	-1	-4	2
O=C(CSc1nc2ccccc2c(=O)[nH]1)c1ccc(O)cc1O	/	-8	/	7	-20	/	5	/
Cc1ccc(C)c(Cn2nnc3c(=O)[nH]c(C(=O)Nc4ccc(F)cc4)nc32)c1	-22	15	-51	-5	10	2	-3	-11
CC(=O)Oc1ccc(-c2cccc(C(=O)N(C)c3ccc(O)cc3)c2)cc1	6	3	6	0	-17	-6	4	-9
CCCCOc1ccc(CN2CCSCC2)cc1	-3	6	16	-6	-19	-14	-2	-7
Clc1ccc(Cn2nnc3ccccc32)cc1	3	14	-15	-23	5	-54	-4	-43
O=C(c1ccco1)N1CCN(C(c2ccccc2Cl)c2nnnn2Cc2cccs2)CC1 (stereo unspecified)	5	-1	4	10	-24	-2	4	2
S=c1[nH]nc(SCc2ccccc2)c2[nH]cnc12	/	6	/	-28	-4	/	-4	/
COc1ccc(OC)c(N(/C(N)=N/c2nc(C)cc(C)n2)S(=O)(=O)c2ccc(NC(C)=O)cc2)c1	-4	10	1	-3	4	-6	9	-19
CC1=CC(C)(C)Nc2ccc(OC(=O)c3ccco3)cc21	0	52*	30	9	2	14	26	79*
CCOC(=O)c1ccc(NNC(C)=O)c([N+](=O)[O-])c1	-5	15	14	-3	-1	-5	2	7
O=C(N[C@@H](Cc1ccccc1)C(=O)NC1CCCCCC1)c1ccco1	-12	0	-4	-45	1	-45	-8	-31
O=C(Nc1ccc(Cl)c(S(=O)(=O)N2CCOCC2)c1)c1cc2ccccc2oc1=O	-1	3	0	-29	-3	-22	-4	-15
O=C(CC(c1ccccc1)c1ccccc1O)NCc1ccccc1Cl (stereo unspecified)	8	18	6	0	5	15	11	9
Cc1ccc(C(=O)N2CC(C)OC(C)C2)cc1S(=O)(=O)N1CCCCC1 (stereo unspecified)	15	6	9	4	-2	4	-6	2
Cc1nnc(NC(=O)C2c3ccccc3Oc3ccccc32)s1	3	10	9	-3	-5	-3	0	2
COc1ccccc1N1CCN(C(=O)CSc2nc(-c3ccco3)cc(C(F)(F)F)n2)CC1	-15	15	2	13	4	22	-11	9
C/C(N)=C(/C#N)C(=O)CSc1n[nH]c(-c2ccccc2Br)n1	4	9&-13	14	-14&-32	-4&-4	-16	-6&-5	0
O=C(CN1CCN(S(=O)(=O)c2ccccc2)CC1)Nc1ccccc1C(=O)NC1CC1	8	4	-10	-5	3	-7	-7	10
CCOC(=O)COc1c(C=O)cc(Br)cc1OC	5	-1	15	3	1	3	-3	15
CCOC(=O)Cc1nnc(NC(=O)c2ncn[nH]2)s1	-10	-2	17	7	2	-9	7	11
CCCCCn1c(CCCNC(=O)CC)nc2ccccc21	1	7	4	9	3	2	-1	-2
Cc1cccc(NC(=O)NC(C)CCc2ccccc2)c1 (stereo unspecified)	8	17	11	-6	14	-16	1	-5
CC(C)C[C@@H](N)c1nnc(SCC(=O)c2ccc(Cl)cc2)o1	11	6	7	23	12	-1	-2	68*
Cc1ccccc1N1C(=O)C(Oc2ccc(Cl)cc2)C1CNCCCOC(C)C (stereo unspecified)	18	25	4	9	12	6	-2	0
NC(=O)c1ccsc1NC(=O)COC(=O)c1ccccc1NCc1ccco1	8	-8	10	-3	8	-26	-19	-49
CCn1c(SCC(=O)NC2CCCC2)nnc1-c1ccncc1	4	-7	-9	-16	-3	-3	-1	-1
O=C(CC1C(=O)NCCN1CC1CCCCC1)NCc1ccccc1Cl (stereo unspecified)	5	10	-5	6	-1	-11	0	-10
Cc1cc(=O)n2c3ccccc3n(CC(O)CN3CCCCC3)c2c1C#N (stereo unspecified)	7	15	17	-2	13	5	20	7
COc1ccc([C@H]2[C@H](C(=O)C(C)(C)C)N3N=Cc4ccccc4C3C23C(=O)OC(C)(C)OC3=O)cc1 (stereo partly specified)	1	-10	7	-13	0	1	-2	-28
Cc1ccc(NC(=S)NC2CCN(Cc3ccccc3)CC2)c(C)c1	-5	12	6	21	-19	-2	-10	-3
CC(=O)N/C(=C\c1ccc2c(c1)OCO2)C(=O)NC(C(=O)O)c1ccccc1 (stereo unspecified)	7	7	-7	2	0	13	-1	12
COCCn1c(SC2CCCCC2=O)nnc1-c1ccncc1 (stereo unspecified)	4	2	27	2	2	-9	0	11
COc1ccc(CNC(=O)CSc2nnc(C)s2)cc1	3	8	16	3	-3	16	-6	4
CN(C)CCNC(=O)c1coc(=O)c(Br)c1	14	16	8	-10	1	-1	-5	-26
Nc1cccc2c1C(=O)N(C(=O)c1cccc(S(=O)(=O)N3CCCCCC3)c1)C2=O	15	16	21	-12	-7	12	10	12
CC1CCCC(C)N1C(=O)CSc1nnc(COc2ccccc2)n1-c1ccccc1 (stereo unspecified)	8	5	12	5	0	2	9	1
c1ccc(Sc2cccc3ccccc23)c(CNC2=NCCN2)c1	9	8	-2	48	-4	11	2	-28
Cc1cc(NC(=O)c2ccc3c(c2)C(=O)N(C(C)(C)C)C3=O)no1	-11	-8	-3	25	4	-1	-7	6
CC(=O)NC1=NN(C(C)=O)C(C)(CS(=O)(=O)c2ccc(Cl)cc2)S1 (stereo unspecified)	2	11	-5	-11	1	-6	4	14
CC(C)n1cc(/C=C2/SC(=O)N(CC(=O)Nc3ccc4c(c3)OCO4)C2=O)c2ccccc21	-23	12	1	-6	2	17	4	-21
O=C(CNS(=O)(=O)c1cccs1)N1CCCC1	0	-6	7	-3	-5	-2	2	1
COc1cccc(C(=O)Nc2ccccc2)c1	5	-22	-9	-59	8	-37	3	16
Following part:
SMILES	UBC13 polyUb	CCR6 antagonist	APJ antag	Gli-Sufu antag	EBI2 antag	Jurkat NFkB inh	CXCR6 block	697 NFkB inh
Cc1ccc(S(=O)(=O)NCC(c2ccccc2)N2CCN(c3ccc(F)cc3)CC2)cc1 (stereo unspecified)	2	10	3	17	1	-9	14	-10
c1ccc2oc(-c3ccc4nc[nH]c4c3)nc2c1	2	1	-4	-75	-6	-126	0	-126
COc1ccccc1N1CCN(C(=O)CCc2ccc(S(=O)(=O)NCC(C)C)cc2)CC1	1	9	10	3	0	7	-6	-24
Cc1ccc(Cl)cc1NC(=O)C1CCCN(S(C)(=O)=O)C1 (stereo unspecified)	3	15	-3	-5	-8	15	-4	21
CC1O[C@@H]2O[C@](O[C@H](C)CC[C@@H](C)O)(c3ccccc3)O[C@@H]2C[C@H]1O (stereo partly specified)	-6	2	18	-1	-4	5	-2	0
Cc1ccc(C(=O)OCC(=O)NC2CCCCCC2)c(C)c1	5	4	15	-1	8	8	-2	-11
COc1ccc(CN2CC(=O)N(c3cc(Cl)ccc3OC)C2=S)cc1OC	0	-8	-16	-4	1	16	-5	-13
CCOC(=O)c1[nH]c2c(c1-c1ccc(OC)cc1)C(=O)CC(c1ccc(OC)c(OC)c1)C2 (stereo unspecified)	7	14	-23	2	5	-11	12	7
CS(=O)(=O)N1CCCC(C(=O)NCCCN2CCN(Cc3ccccc3)CC2)C1 (stereo unspecified)	1	0	-10	7	-3	-15	3	-2
Cc1cccc2c(=O)cc(C)n(CC(=O)N3CCCCC3)c12	0	6	2	4	9	10	-3	-16

An excerpt from above in order of their number in CXCR6 block, ascending:
smiles	CXCR6 block
COc1ccc(CN2CC(=O)N(c3cc(Cl)ccc3OC)C2=S)cc1OC	-5
Cc1cccc2c(=O)cc(C)n(CC(=O)N3CCCCC3)c12	-3
CC1O[C@@H]2O[C@](O[C@H](C)CC[C@@H](C)O)(c3ccccc3)O[C@@H]2C[C@H]1O (stereo partly specified)	-2
CS(=O)(=O)N1CCCC(C(=O)NCCCN2CCN(Cc3ccccc3)CC2)C1 (stereo unspecified)	3
Cc1ccc(S(=O)(=O)NCC(c2ccccc2)N2CCN(c3ccc(F)cc3)CC2)cc1 (stereo unspecified)	14

The list goes on.
SMILES	UBC13 polyUb	CCR6 antagonist	APJ antag	Gli-Sufu antag	EBI2 antag	Jurkat NFkB inh	CXCR6 block	697 NFkB inh
COC(=O)CSc1nsc(SCC(=O)OC)c1C#N	-3	0	-11	-5	-7	1	-3	-25
CC1CCc2c(sc3ncnc(SCC(=O)Nc4ccc(C(=O)O)cc4)c23)C1 (stereo unspecified)	-1	2	8	-9	-3	-1	-14	1
CN(C)c1ccc(NC(=O)/C=C/c2ccccc2Cl)cc1	5	40	1	-57	17	-68	14	-24
CC1CCN(Cc2nnnn2CCCC(=O)NCC(C)(C)N2CCOCC2)CC1	-4	-4	1	-5	-1	10	2	-3
O=c1[nH]c(SCCN2CCOCC2)nc(O)c1-c1ccccc1	-2	7	12	-5	3	4	-3	7
N#Cc1c(NC(=O)CSc2ncccn2)oc(-c2ccccc2)c1-c1ccccc1	-15	1	6	9	-6	-8	7	-13
O=C(COC(=O)Cc1cccs1)Nc1ccccc1F	5	6	7	8	-9	10	-1	22
COc1ccc(N2C(=O)CCC(C(=O)Nc3ccccn3)C2c2ccc(OC)c(OC)c2)cc1 (stereo unspecified)	-2	8	-9	4	-12	-4	-1	-1
COc1ccc(/C=C/c2onc(C)c2S(=O)(=O)N2CCC(C(=O)N3CCCCCC3)CC2)cc1	-12	8	-43	2	-1	11	17	-54
N#C/C(=C/c1ccc(-c2cc(C(=O)O)cc(C(=O)O)c2)o1)c1nc2ccccc2s1	-70	/	12	/	/	3	/	0

2 consecutive records already listed:
SMILES	UBC13 polyUb	CCR6 antagonist	APJ antag	Gli-Sufu antag	EBI2 antag	Jurkat NFkB inh	CXCR6 block	697 NFkB inh
COC(=O)CSc1nsc(SCC(=O)OC)c1C#N	-3	0	-11	-5	-7	1	-3	-25
CC1CCc2c(sc3ncnc(SCC(=O)Nc4ccc(C(=O)O)cc4)c23)C1 (stereo unspecified)	-1	2	8	-9	-3	-1	-14	1

Carrying on:
SMILES	UBC13 polyUb	CCR6 antagonist	APJ antag	Gli-Sufu antag	EBI2 antag	Jurkat NFkB inh	CXCR6 block	697 NFkB inh
O=C(CSc1ccc2nnc(CCNC(=O)c3ccccc3)n2n1)NCc1ccccc1	-1	9	-3	13	4	-27	5	0
CC1CN(C(=O)Nc2ccc3c(c2)OCCO3)CC(C)O1 (stereo unspecified)	-8	11	-2	16	-5	-2	-8	-13
COc1ccc(NC2C=CS(=O)(=O)C2)cc1 (stereo unspecified)	-11	-3	-9	14	8	-5	0	3
Cc1ccc(OCCNC(=O)/C=C/c2ccccc2)cc1C	5	24	13	-10	7	-1	3	-9
CC(C)C(c1nnnn1C(C)(C)C)N1CCN(Cc2cccnc2)CC1 (stereo unspecified)	2	-3	17	1	3	-8	4	1
CCOC(=O)N1CCC(NC(=O)CC2C(=O)NCCN2Cc2cccc(F)c2F)CC1 (stereo unspecified)	7	6	-4	8	7	6	-3	12
COC(=O)Nc1nnc(-c2ccccc2Cl)s1	9	4	-1	-53	4	-26	-4	-85
Clc1ccc(-c2nnc(Sc3nc4ccccc4o3)c3ccccc23)cc1	-6	20	32	21	23	-12	8	-17
O=C(c1ccccc1F)N1CCN(S(=O)(=O)c2ccc(S(=O)(=O)N3CCCCCC3)cc2)CC1	-5	15	5	3	-6	-3	-3	12
COc1ccc(C)cc1-n1c(SCC(=O)Nc2cc(C)on2)nc2ccccc2c1=O	14	-3	-1	-19	8	6	6	-3
O=C1C(Nc2ccccc2)=C2CCCC=C2N1c1ccccc1	0	4	-19	-24	-2	-47	2	-52
Cc1cccc(-c2nc3ccccc3c(=O)n2NC(=O)c2ccc([N+](=O)[O-])c(C)c2)c1	3	-1	13	1	-10	6	9	-2
